High-throughput results (PubChem)
DNMT1 block: inhibitors of human DNMT1 | 360,000 tested, 0.83% active | inhibition (reported as % activation of signal), % at 10 µM | DNMT1 molecular beacon, Hinp1I cleavage, fluorescence | P26358 | AID 588458; in the data active = inhibition above about 50%
Target sequence (P26358 504-1616 limits assumed): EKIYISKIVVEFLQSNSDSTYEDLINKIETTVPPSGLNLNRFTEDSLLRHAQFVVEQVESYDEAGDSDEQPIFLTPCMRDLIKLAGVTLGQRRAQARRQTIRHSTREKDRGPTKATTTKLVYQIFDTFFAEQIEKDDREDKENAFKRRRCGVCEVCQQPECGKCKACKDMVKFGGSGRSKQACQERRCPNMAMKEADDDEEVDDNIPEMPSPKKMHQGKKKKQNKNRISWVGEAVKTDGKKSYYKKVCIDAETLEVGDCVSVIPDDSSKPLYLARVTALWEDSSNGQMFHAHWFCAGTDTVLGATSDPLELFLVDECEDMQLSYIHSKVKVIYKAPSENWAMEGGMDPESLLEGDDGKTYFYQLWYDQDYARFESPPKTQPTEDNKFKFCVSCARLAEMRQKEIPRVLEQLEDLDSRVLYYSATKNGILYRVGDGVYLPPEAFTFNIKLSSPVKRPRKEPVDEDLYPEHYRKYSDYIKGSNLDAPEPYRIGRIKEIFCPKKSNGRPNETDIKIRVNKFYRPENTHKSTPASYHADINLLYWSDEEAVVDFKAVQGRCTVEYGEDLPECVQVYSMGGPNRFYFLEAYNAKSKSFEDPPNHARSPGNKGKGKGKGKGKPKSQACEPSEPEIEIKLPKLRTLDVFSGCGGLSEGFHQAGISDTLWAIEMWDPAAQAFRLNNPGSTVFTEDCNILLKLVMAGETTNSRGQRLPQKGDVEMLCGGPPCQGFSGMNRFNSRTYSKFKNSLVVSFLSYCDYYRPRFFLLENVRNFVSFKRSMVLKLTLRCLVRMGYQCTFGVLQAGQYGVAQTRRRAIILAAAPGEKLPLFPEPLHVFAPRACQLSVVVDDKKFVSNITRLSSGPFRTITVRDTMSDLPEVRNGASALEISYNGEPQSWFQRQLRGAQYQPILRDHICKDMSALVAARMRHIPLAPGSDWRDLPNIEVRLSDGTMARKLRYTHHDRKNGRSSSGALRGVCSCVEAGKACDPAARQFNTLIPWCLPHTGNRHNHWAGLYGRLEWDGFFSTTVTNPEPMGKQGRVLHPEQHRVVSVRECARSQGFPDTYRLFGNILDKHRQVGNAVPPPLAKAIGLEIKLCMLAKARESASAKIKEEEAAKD
LMPTP block: LMPTP (human) inhibition; P24666; recombinant LMPTP-A, OMFP fluorogenic substrate, fluorescence intensity; inhibition, % at 20 µM; 360,000 tested, 0.22% active;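 active = compounds that cut the enzyme signal by at least half of the control window in the single-dose screen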;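 also: plate controls were DMSO wells with enzyme plus substrate for no effect and substrate without enzyme for full effect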
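material = LMPTP-A | quantity = 0.625 nM enzyme | reagent = OMFP substrate, 400 µM final | buffer or medium = Bis-Tris pH 6.0, DTT, detergent | detection = endpoint fluorescence intensity from OMFP dephosphorylation | dosing = single 20 µM dose | read-out basis = % inhibition relative to no-enzyme and uninhibited control wells | control set = no-enzyme and uninhibited controls | timing = 50 min at room temperature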
STEP inh: blocks human striatal-enriched tyrosine phosphatase; 360,000 tested, 0.25% active; inhibition, % at 20 µM; AID 588621; recombinant STEP, OMFP fluorogenic substrate, fluorescence; P54829;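 active = inhibition at 20 µM, scaled per plate between control wells, above about 37%, limit read from the data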;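 also: 0% = DMSO with enzyme and substrate and 100% = substrate only without enzyme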
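Test system: STEP tyrosine phosphatase / Reagent: OMFP at 25 µM / Doses: 20 µM, 1% DMSO / Read-out: percent inhibition scaled to no-enzyme and uninhibited-enzyme controls, plate-pattern corrected / Detection: FITC-channel fluorescence of OMFP product / Medium: Bis-Tris buffer pH 6.0, 2.5 mM DTT, 0.005% Tween 20 / Schedule: 20 min at room temperature, dark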
Rpn11 block: inhibitors of human proteasome Rpn11. calls only at 20 µM. 360,000 tested, 0.59% active. human 26S proteasome, Ub4-pepOG fluorescence polarization; 20S core pre-blocked with epoxomicin;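 active = inhibition at 20 µM, scaled to each plate's controls, above about 33%, limit read from the data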
NadD inh: NadD (S. aureus) enzyme inhibition; purified NadD enzyme, colorimetric absorbance read-out; inhibition, % at 20 µM; 360,000 tested, 0.78% active; AID 602399; in the data active = inhibition above about 26%; also: some compounds past the cut are filed as inactive
Scp1 inh: inhibitors of human Scp-1 phosphatase | AID 493091 | Recombinant Scp1, phosphopeptide, malachite green phosphate absorbance | Q9GZU7 | inhibition, % at 20 µM | 340,000 tested, 0.88% active;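 active = inhibition above about 50% at 20 µM, limit read from the data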;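 also: plate controls were DMSO wells with enzyme for no effect and wells lacking enzyme for full effect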
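Material: truncated SCP-1 phosphatase (76-261aa) / Buffer or medium: 50 mM Tris acetate pH 5.5, 0.005% Tween-20, 10 mM MgCl2 / Compound dosing: one concentration, 20 µM, with 1.0% DMSO / Incubation: 45 min room-temperature reaction, 5 min colour, 30 min stabiliser / Detection: colorimetric free-phosphate detection, absorbance 630 nm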
SUMO1 PPI mod: SUMO1-SIM interaction modulation. 360,000 tested, 0.33% active. inhibition, % at 20 µM. P63165. SUMO1 binding to a labelled peptide, TR-FRET, 1 h; in the data active = inhibition above about 37%
MsrA inh: inhibitors of bovine MsrA; 360,000 tested, 0.75% active; inhibition, % at 15.5 µM; purified bovine MsrA, absorbance read-out; AID 651718; in the data active = inhibition above about 4.5%;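 also: 0% = vehicle wells with enzyme and 100% = reference inhibitor wells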
TbMetRS inhib: Trypanosoma brucei MetRS inhibition; AID 624268; 360,000 tested, 0.4% active; inhibition, % at 11.9 µM; purified T. brucei MetRS, ATP depletion, Kinase-Glo luminescence;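 active = inhibition above a per-plate cutoff of the control wells' mean inhibition plus 3 SD, cut at about 5.5% in these data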;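 also: 0% = DMSO wells median and 100% = median of wells with control inhibitor compound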
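Test system: purified T. brucei MetRS enzyme. Also added: ATP, methionine and E. coli bulk tRNA substrates. Compound: 11.9 µM single point. Schedule: 15 min enzyme-compound preincubation, 2 h reaction, 10 min detection, 25 °C. Signal: luciferase luminescence of residual ATP, Kinase-Glo. Evaluation: percent inhibition versus plate control medians. Controls: DMSO wells, low control.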
CSN deneddyl inh: CSN deneddylation inhibition; Purified CSN, SCF-Nedd8-OG deneddylation, fluorescence polarization; 360,000 tested, 0.38% active; inhibition, % at 12.5 µM; Q92905;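 active = pattern-corrected inhibition above about 35%, with an unprinted fluorescence ratio check between 0.5 and 1.5, limit read from the data, passing the limit was not always enough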;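 also: 0% = enzyme with substrate and 100% = substrate without enzyme; some results filed as inactive read as strong as hits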
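Assay system: purified human Csn5 enzyme expressed in HEK293T cells; Input: 0.24 nM Csn5 enzyme, final concentration; Reagent: 10 nM SCFSkp2-Nedd8OG; Compound dosing: 12.5 µM single point; Times: reaction 90 min, room temperature; Technique: fluorescence polarization readout.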
* marks the source's active call; other numbers are inactive results; i = inactive; / = not tested or not shown.

SMILES | DNMT1 block | LMPTP block | STEP inh | Rpn11 block | NadD inh | Scp1 inh | SUMO1 PPI mod | MsrA inh | TbMetRS inhib | CSN deneddyl inh
CCOc1ccc(C(=O)Nc2cccc(C(C)=O)c2)cc1[N+](=O)[O-] | 12 | -0.6 | 3 | i | -11 | 9 | -3 | 0.9 | -1.7 | 2
NC(=O)NC[C@@H]1CC[C@@H](Cc2ccc(-c3ccccc3)cc2)O1 | -4 | 0.2 | 6 | i | -4 | -4 | -3 | / | 0.2 | 3
COc1ccc(C2/C(=C(/O)c3ccccc3)C(=O)C(=O)N2CCO)cc1 (centres undefined) | -1 | -0.9 | 1 | i | 0 | -5 | -7 | 2.9 | -1.6 | -1
CC1=CC(=C2C(=O)c3ccccc3C2=O)C=C(C)N1C | 5 | 2.2 | -4 | i | 1 | 0 | -18 | 2.7 | -1.9 | 2
O=C(O)Cc1ccc(NS(=O)(=O)c2ccccc2Cl)cc1 | -1 | 1.1 | 0 | i | 4 | -1 | 0 | 0.5 | -0.6 | -1
CCOC(=O)c1nnn(-c2nc(N(C)C)nc(N(C)C)n2)c1C | 1 | -0.3 | 1 | i | 3 | -2 | 1 | -1.0 | 0.2 | -1
CCn1c(SCC(=O)Nc2ccc3c(c2)OCO3)nc2ccccc21 | 1 | 0.6 | -1 | i | 2 | -8 | 0 | 0.6 | -0.9 | 4
N#Cc1ccccc1NC(=O)C1CC(=O)N(c2ccc3c4c(cccc24)CC3)C1 (centres undefined) | 2 | 0.5 | -2 | i | 0 | -7 | -7 | -0.1 | -0.1 | 3
CCN(C(=O)COC(=O)COc1ccccc1Cl)c1c(N)n(Cc2ccccc2)c(=O)[nH]c1=O | 4 | -1.8 | 1 | i | 2 | -10 | 0 | 0.1 | -0.5 | -1
CNS(=O)(=O)c1cccc(C(=O)OCC(=O)NCc2ccccc2)c1 | 0 | -0.2 | 3 | i | 3 | -7 | -3 | 0.6 | -0.3 | 4
COc1ccc(N(CC(=O)NCCc2ccc(OC)c(OC)c2)S(=O)(=O)c2ccc(OC)c(OC)c2)cc1 | -2 | 1.2 | -1 | i | -2 | -7 | 2 | 0.6 | -0.6 | 4
COc1cccc(C(=O)Nc2ccc(N3CCN(C(=O)c4ccco4)CC3)cc2)c1 | 1 | -1.1 | -5 | i | -3 | -2 | 2 | -1.4 | -0.1 | 3
COCCNc1nc(-c2cc(C)n(CCc3ccc(OC)cc3)c2C)cs1 | 35 | 7.0 | 1 | i | 36* | 6 | 0 | -0.7 | -0.1 | 8
Cc1ccc(-c2nnc(CN3CCCCC3C)o2)cc1 (centres undefined) | 8 | 1.4 | -1 | i | -2 | 3 | 1 | -0.1 | -2.1 | 6
CCN(CCNC(=O)CS(=O)(=O)Cc1nc(-c2cccc(OC)c2)oc1C)c1ccccc1 | -2 | 0.7 | 2 | i | -4 | -8 | -2 | 0.4 | 0.3 | -5
C#CC(C)(C)NC(=O)CSc1nc2c(c(=O)n(C)c(=O)n2C)n1CCCC | 1 | -0.5 | 1 | i | -1 | 0 | 1 | 0.0 | 0.3 | -1
Cc1csc(N2CCCC2c2nc3cc(Cl)c(N4CCCCC4)cc3n2CCCO)n1 (centres undefined) | 4 | 0.3 | -1 | i | 3 | -6 | 6 | -0.9 | 0.7 | 0
CC1=NN(c2cccc([N+](=O)[O-])c2)C(=O)C1 | -9 | 1.9 | 1 | i | 1 | -6 | 0 | 0.5 | -0.5 | -9
CC(C)N(C(=O)NC(=O)NCC1CCCO1)S(C)(=O)=O (centres undefined) | 1 | -0.9 | 0 | i | -3 | 26 | 4 | 0.7 | 0.3 | 1
COc1cccc(-n2c(CN3CCN(c4ccc(C)cc4)C(C)C3)nc3ccc([N+](=O)[O-])cc3c2=O)c1 (centres undefined) | -8 | 2.0 | -2 | i | 14 | 1 | -13 | -0.2 | 0.0 | -1
COc1ccc(OCCCC(=O)Nc2nnc(C3CCCO3)s2)cc1 (centres undefined) | -6 | 0.5 | 3 | i | -2 | -2 | 0 | -1.0 | -1.5 | -2
CC1=C(C(=O)OC2CCCC(C)C2)C(c2ccccc2)NC(=O)N1 (centres undefined) | 4 | 1.3 | -1 | i | -2 | -5 | 1 | -0.9 | -0.1 | -1
COc1cccc(CN2CCNC(=O)C2CC(=O)NCCOc2cccnc2)c1OC (centres undefined) | -2 | -1.6 | 0 | i | 0 | -3 | -6 | -2.6 | -0.8 | 3
O=C(O)CNS(=O)(=O)c1cccc(Cl)c1 | 3 | -0.1 | 0 | i | -9 | -12 | 1 | 0.0 | -0.2 | 2
O=C(NCCc1c[nH]c2ccccc12)Nc1cccc2ccccc12 | -8 | 0.3 | -3 | i | 6 | -5 | -4 | -0.3 | 0.1 | -1

Structures above that contain a nitro group on carbon, in the order listed:
SMILES | DNMT1 block | LMPTP block | STEP inh | Rpn11 block | NadD inh | Scp1 inh | SUMO1 PPI mod | MsrA inh | TbMetRS inhib | CSN deneddyl inh
CCOc1ccc(C(=O)Nc2cccc(C(C)=O)c2)cc1[N+](=O)[O-] | 12 | -0.6 | 3 | i | -11 | 9 | -3 | 0.9 | -1.7 | 2
CC1=NN(c2cccc([N+](=O)[O-])c2)C(=O)C1 | -9 | 1.9 | 1 | i | 1 | -6 | 0 | 0.5 | -0.5 | -9
COc1cccc(-n2c(CN3CCN(c4ccc(C)cc4)C(C)C3)nc3ccc([N+](=O)[O-])cc3c2=O)c1 (centres undefined) | -8 | 2.0 | -2 | i | 14 | 1 | -13 | -0.2 | 0.0 | -1

Continuation:
SMILES | DNMT1 block | LMPTP block | STEP inh | Rpn11 block | NadD inh | Scp1 inh | SUMO1 PPI mod | MsrA inh | TbMetRS inhib | CSN deneddyl inh
O=c1c2ccccc2cnn1Cc1n[nH]c(=S)n1-c1ccc(F)cc1 | 1 | -2.5 | 2 | i | -8 | 1 | 0 | 1.0 | 0.1 | 2
CCC1S/C(=N/N=C/c2ccco2)NC1=O (centres undefined) | 9 | -2.7 | -1 | i | 0 | -5 | -2 | 4.5* | -0.6 | -2
O=C(Cn1c(=O)oc2cc(S(=O)(=O)N3CCc4ccccc43)ccc21)N1CCCCC1 | -4 | -1.0 | 0 | i | 1 | -18 | 3 | 1.8 | -1.2 | -4
CCc1cccc(NC(=O)CCC(=O)N2CCSc3ccccc32)c1 | -1 | 0.8 | 0 | i | 2 | -10 | -5 | 0.1 | 0.2 | -2
COc1cccc(C(=O)C(CCC#N)c2ccccc2)c1 (centres undefined) | 0 | -1.3 | 0 | i | -3 | / | -2 | -0.3 | -0.3 | -4
Cc1ccc(Nc2nnc(SCC(=O)NCC3CCCO3)s2)cc1C (centres undefined) | 3 | 0.2 | 1 | i | -3 | -2 | 13 | 2.3 | -0.5 | 0
O=C(Nc1ccc([N+](=O)[O-])cc1Cl)c1cc(Cl)ccc1O | -5 | 72* | 4 | i | 7 | 35 | 14 | -0.4 | -0.2 | -2
COc1cc(C(C(=O)NC2CCCCC2)N(CCN2CCOCC2)C(=O)C2COc3ccccc3O2)cc(OC)c1OC (centres undefined) | 6 | 0.8 | -2 | i | 1 | -2 | -3 | 0.2 | 0.3 | -4
CCOc1ccc(NS(=O)(=O)c2cc(C(=O)N3CC(C)OC(C)C3)ccc2C)cc1 (centres undefined) | 2 | -1.9 | 0 | i | -4 | 0 | -3 | 0.5 | -0.8 | 5
Cc1ccc(-c2cn3c(n2)SCC3)cc1 | 0 | -0.5 | -5 | i | 2 | -1 | 3 | 2.8 | -0.8 | 3
COc1ccc(NC(=O)CN(C)C(=O)c2ccc3c(c2)OCCO3)cc1 | 2 | -0.5 | 1 | i | -5 | -1 | -1 | -0.4 | -0.2 | 0
CCCOc1ccc(C(=O)CCC(=O)OCC(=O)N(C)c2c(N)n(Cc3ccccc3)c(=O)[nH]c2=O)cc1 | 0 | -2.2 | -6 | i | 3 | -1 | 9 | -0.8 | 0.0 | -2
Cc1nc(NC(=O)c2cc3ccccc3o2)sc1C | 0 | 0.6 | 1 | i | -6 | -1 | -1 | 2.1 | 0.0 | 0
Cc1ccc2cc3c(nc2c1)OCC3 | -3 | -0.9 | 0 | i | -1 | -9 | 1 | 0.5 | 0.8 | -1
C=CCc1cc(Cl)ccc1OCCOCCNC(C)(C)C | 0 | -1.1 | -1 | i | -7 | -3 | -1 | -1.2 | -0.6 | -5
COc1ccc([N+](=O)[O-])cc1NC(=O)CSCc1ccc(Br)cc1 | -2 | 0.4 | -2 | i | -6 | -6 | -8 | -0.3 | -0.9 | 0
CC(=O)NCCC1CCCCN1C(=O)c1cc(COc2cc(C)ccc2C)on1 (centres undefined) | -1 | 0.4 | -2 | i | -3 | -3 | 0 | -1.6 | -0.5 | 0

Retrieved by structure from the entries so far, 2 records:
SMILES | DNMT1 block | LMPTP block | STEP inh | Rpn11 block | NadD inh | Scp1 inh | SUMO1 PPI mod | MsrA inh | TbMetRS inhib | CSN deneddyl inh
COc1cc(C(C(=O)NC2CCCCC2)N(CCN2CCOCC2)C(=O)C2COc3ccccc3O2)cc(OC)c1OC (centres undefined) | 6 | 0.8 | -2 | i | 1 | -2 | -3 | 0.2 | 0.3 | -4
CCc1cccc(NC(=O)CCC(=O)N2CCSc3ccccc32)c1 | -1 | 0.8 | 0 | i | 2 | -10 | -5 | 0.1 | 0.2 | -2
